Screening results from PubChem.
UBC13 inh: inhibitors of human UBC13 polyubiquitin chain formation; TR-FRET; inhibition, % at 20 µM; 0.47% of 330,000 active; in the data active = inhibition above about 45%, passing the limit was not always enough
Target sequence (P61088 whole entry, looked up): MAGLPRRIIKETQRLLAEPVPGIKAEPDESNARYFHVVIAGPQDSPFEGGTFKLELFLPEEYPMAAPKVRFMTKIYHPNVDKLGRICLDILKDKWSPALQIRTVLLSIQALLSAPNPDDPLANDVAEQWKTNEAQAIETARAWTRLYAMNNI
CCR6 antag: blocks CCL20-driven beta-arrestin recruitment at human CCR6; 0.49% of 340,000 active; P51684; AID 493098; inhibition, % at 20 µM; CHO-K1 CCR6 PathHunter beta-arrestin, luminescence, CCL20-stimulated;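 active = compounds whose inhibition of the agonist-driven luminescence signal at 20 µM reaches about 50%, limit read from the data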;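 note: cells stimulated with CCL20 at 14 nM final; plate controls were DMSO with CCL20 for no effect and DMSO without agonist for full effect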
CXCR6 block: blocks human CXCR6 beta-arrestin recruitment; O00574; CHO-K1 PathHunter CXCR6 beta-arrestin, luminescence; inhibition, % at 20 µM; 0.36% of 360,000 active; AID 602244; in the data active = inhibition above about 34%, passing the limit was not always enough;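 note: antagonist mode with CXCL16 agonist at 10 nM final; 0% = 10 nM CXCL16 with DMSO and 100% = unstimulated wells without agonist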
Target sequence (O00574 whole entry, looked up): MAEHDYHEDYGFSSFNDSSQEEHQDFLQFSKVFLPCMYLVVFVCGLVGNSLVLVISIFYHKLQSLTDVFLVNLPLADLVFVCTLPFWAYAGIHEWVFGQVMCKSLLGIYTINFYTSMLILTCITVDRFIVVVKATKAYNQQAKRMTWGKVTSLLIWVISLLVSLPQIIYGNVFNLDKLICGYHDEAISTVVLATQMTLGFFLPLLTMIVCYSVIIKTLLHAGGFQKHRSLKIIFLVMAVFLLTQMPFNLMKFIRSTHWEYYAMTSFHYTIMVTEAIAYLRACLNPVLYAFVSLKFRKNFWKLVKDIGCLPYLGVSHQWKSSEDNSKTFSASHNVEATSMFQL
APJ antagonist: blocks the human apelin receptor APJ; CHO-K1 APJ beta-arrestin complementation, luminescence; inhibition, % at 20 µM; 0.32% of 330,000 active; AID 2521;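 active = inhibition above about 40% at 20 µM, limit read from the data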;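 note: cells challenged with 10 nM apelin-13 agonist together with compound; plate controls were apelin-13 plus DMSO wells for no effect and DMSO wells lacking apelin-13 for full effect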
Target sequence (P35414 whole entry, looked up): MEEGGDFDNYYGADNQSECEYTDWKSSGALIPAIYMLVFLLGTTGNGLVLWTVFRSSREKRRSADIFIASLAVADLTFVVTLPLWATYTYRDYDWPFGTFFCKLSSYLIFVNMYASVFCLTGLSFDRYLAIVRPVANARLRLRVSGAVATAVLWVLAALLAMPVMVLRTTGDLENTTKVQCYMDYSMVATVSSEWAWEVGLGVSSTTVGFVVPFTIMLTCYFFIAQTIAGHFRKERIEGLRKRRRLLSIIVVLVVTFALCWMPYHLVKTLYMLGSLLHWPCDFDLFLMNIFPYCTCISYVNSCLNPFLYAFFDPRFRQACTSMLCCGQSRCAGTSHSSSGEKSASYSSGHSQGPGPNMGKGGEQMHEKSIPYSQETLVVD
Gli-Sufu block: Gli-Sufu pathway antagonism | Sufu-KO-LIGHT fibroblasts, Gli luciferase reporter luminescence | inhibition, % at 5 µM | 0.74% of 340,000 active | AID 588413;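 active = inhibition above about 55%, limit read from the data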;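 note: 0% = DMSO-treated cells and 100% = wells with medium but no cells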
Jurkat NFkB inh: lowers PMA/ionomycin-induced NF-kB signal in Jurkat cells; PMA/ionomycin-induced NF-kB luciferase reporter, luminescence; inhibition, % at 4 µM; 0.53% of 330,000 active; in the data active = inhibition above about 50%
697 NFkB inh: inhibitors of the PMA/ionomycin-induced NF-kB reporter in 697 B cells | 0.33% of 330,000 active | 697 B-cell NF-kB luciferase reporter, 16 h | inhibition, % at 4 µM; in the data active = inhibition above about 35%
EBI2 antag: EBI2 (human) antagonism. P32249. EBI2 beta-arrestin recruitment, luminescence, 7a,25-OHC stimulated. inhibition, % at 5 µM. 0.81% of 360,000 active. AID 651636; in the data active = inhibition above about 38%;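 note: enzyme fragment complementation signal reports receptor beta-arrestin coupling in cells; 0% = agonist plus DMSO wells and 100% = wells without agonist; some results beyond the cut were filed as inactive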
* hit, by the source's call; . = no result given.

# | canonical_smiles | UBC13 inh | CCR6 antag | CXCR6 block | APJ antagonist | Gli-Sufu block | Jurkat NFkB inh | 697 NFkB inh | EBI2 antag
1 | Cc1ccc(S(=O)(=O)NCC(=O)N(CC(=O)NCC2CCCO2)Cc2ccccc2)cc1 (stereo not drawn) | 5 | 1 | -15 | -5 | 5 | 6 | -1 | 0
2 | CC(=O)c1cccc(NC(=O)c2cc(-c3cccs3)on2)c1 | -2 | 11 | -4 | -29 | -13 | -79 | 1 | 8
3 | Cc1cc(C)nc(-n2nc(C)cc2NC(=O)c2cccc(S(=O)(=O)N(C)C)c2)n1 | -4 | -8 | . | -1 | 7 | 2 | 10 | .
4 | Cc1cc(-c2nnco2)c(C)n1-c1ccc(F)cc1 | 3 | 1 | -3 | 2 | -16 | -4 | -14 | 6
5 | CCOC(=O)C1=C(N)N(c2cc(S(=O)(=O)N3CCOCC3)ccc2Cl)C(=O)C1 | -2 | -6 | -1 | 6 | 4 | 7 | 13 | -8
6 | O=C1CC(c2ccccc2)Oc2ccccc21 (stereo not drawn) | . | 7 | 0 | . | -5 | . | . | 2
7 | Cc1ccccc1OCCn1ccnc1 | 1 | 0 | -2 | 2 | -7 | 8 | 14 | 0
8 | COc1ccc(C(=O)Nc2ccc(S(=O)(=O)N3CCc4ccccc43)cc2)cc1 | -2 | -2 | -3 | -8 | -12 | 30 | -44 | 21

Reprinted from the part before: three entries, followed by the next part.
# | canonical_smiles | UBC13 inh | CCR6 antag | CXCR6 block | APJ antagonist | Gli-Sufu block | Jurkat NFkB inh | 697 NFkB inh | EBI2 antag
6 | O=C1CC(c2ccccc2)Oc2ccccc21 (stereo not drawn) | . | 7 | 0 | . | -5 | . | . | 2
7 | Cc1ccccc1OCCn1ccnc1 | 1 | 0 | -2 | 2 | -7 | 8 | 14 | 0
8 | COc1ccc(C(=O)Nc2ccc(S(=O)(=O)N3CCc4ccccc43)cc2)cc1 | -2 | -2 | -3 | -8 | -12 | 30 | -44 | 21
9 | CC(=O)N/N=C(\C)c1ccc2c(c1)OCCO2 | 1 | 6 | -5 | -5 | -1 | -12 | -9 | -3
10 | CC(=O)Nc1cc2c(cc1C(=O)c1ccc(C)cc1)OCCO2 | 2 | -8 | 14 | 12 | -7 | 0 | 3 | -3
11 | O=C(COC(=O)C1CCN(c2ccc(C(F)(F)F)cn2)CC1)Nc1ccc(Cl)cc1 | 5 | 8 | 3 | -1 | -7 | 2 | 14 | -4
12 | O=C(Nc1cc(F)ccc1F)C1CCN(S(=O)(=O)c2cccc3nonc23)CC1 | 3 | 8 | 0 | 7 | 19 | 14 | 11 | -5
13 | COCCN(C(=O)COC(=O)CNC(=O)c1ccc(C)cc1)c1c(N)n(Cc2ccccc2)c(=O)[nH]c1=O | . | -5 | -2 | . | -1 | . | . | -9
14 | O=C(c1ccc(OC2CCN(Cc3ccccc3OC(F)F)CC2)cc1)N1CCCC1 | -4 | 27 | -1 | -11 | 38 | 1 | -16 | -5
15 | C=CCCC(=O)N1C[C@H]2CON(C)[C@H]2C[C@H]1c1cccc(Nc2ccccc2)c1 | . | 4 | 6 | . | -1 | . | . | -1
16 | O=C(Cn1ccc([N+](=O)[O-])n1)N1CCc2ccccc21 | -2 | 7 | 3 | 1 | -5 | -8 | 32 | -12
17 | CCOc1c(Br)cc(CNC2CCCCCCC2)cc1OC | 4 | -8 | 4 | 5 | 21 | -8 | 4 | 7
18 | CC(Oc1ccc(Cl)cc1)c1ccnc(N)n1 (stereo not drawn) | 3 | 0 | 3 | -1 | 1 | 13 | 4 | 8
19 | CCn1c(CS(=O)Cc2ccc(Cl)cc2Cl)nnc1SCc1c(Cl)cccc1Cl (stereo not drawn) | 24 | 12 | -4 | 9 | 1 | 11 | 10 | 2
20 | O=C(CCNC(=O)c1ccc([N+](=O)[O-])cc1)Nc1ccc(F)c(F)c1F | 1 | -9 | -16 | -22 | -2 | 10 | 16 | -2
21 | COc1ccc(/C=N/Nc2ccccn2)cc1OC | -17 | 8 | -2 | 9 | -38 | -84 | -46 | 9
22 | Cc1ccccc1NC(=O)NCCCN1CCCC1 | 6 | -3 | 5 | 4 | -2 | 6 | 11 | -3
23 | COc1ccc2cc(C(=O)N3CCCC(Nc4ccc(F)cc4)C3)n(C)c2c1 (stereo not drawn) | 0 | 12 | 3 | 10 | 5 | -3 | 15 | 7
24 | N#CCN(N=Nc1ccccc1)c1ccccc1 | 1 | 8 | -2 | 0 | 20 | -28 | -11 | -3
25 | COc1ccc(-c2csc(NCc3ccco3)n2)cc1C | -9 | 6 | 0 | 11 | 6 | 5 | 0 | 6
26 | CC(Sc1ccc2ccccc2c1)C(=O)NC(N)=O (stereo not drawn) | 1 | 6 | -9 | 13 | -2 | -7 | 6 | -2
27 | CCOc1ccccc1C1CC(=O)Nc2cc(C)c(C)cc21 (stereo not drawn) | -3 | 5 | -7 | -9 | -1 | 52* | -53 | -8
28 | CCOc1ccc(OCCCC(=O)N(C)CC(=O)Nc2ccc(N3CCOCC3)cc2)cc1 | 0 | 12 | -8 | 1 | -5 | 7 | 6 | -6
29 | COc1ccc(-c2ncnc(C(F)(F)F)c2-c2csc(C)n2)c(O)c1 | 14 | 10 | 8 | 4 | 0 | -5 | -1 | -1
30 | Cc1cc2ncn(CC3CC3(Cl)Cl)c2cc1C (stereo not drawn) | 0 | 15 | -2 | 15 | -7 | 11 | -16 | -14
31 | CCCC(=O)Nc1ccccc1NC(=O)c1ccc(OCC)c(OCC)c1 | -1 | -5 | -8 | -22 | 0 | -17 | 2 | -11
32 | Cc1ccc(C(=O)N/C(=C/C=C\c2ccccc2)C(=O)NCc2ccco2)cc1 | -9 | 19 | 20 | 9 | -2 | -3 | -1 | 13
33 | CCc1cccc2c1NC(=O)C21N2CCCC2C(C(=O)c2ccc3ccccc3c2)C12C(=O)Nc1ccccc12 (stereo not drawn) | -9 | 1 | 4 | -4 | -2 | -101 | -65 | 55*
34 | Cc1ccc(F)c(CNC(=O)C2CCC(=O)N(Cc3ccccn3)C2)c1F (stereo not drawn) | 3 | 4 | -12 | 19 | -5 | 10 | -8 | -11
35 | COc1ccc(CNC(=O)CS(=O)(=O)Cc2nc(-c3ccc(OC)cc3)oc2C)cc1 | -2 | 5 | 8 | 17 | 2 | 5 | -9 | -12
36 | CC(C)Oc1ccc(N2CC(C(=O)Nc3ccc4c(c3)OCO4)CC2=O)cc1 (stereo not drawn) | 6 | 1 | 3 | -58 | 9 | -6 | 7 | -3
37 | COCCNC(=S)N/N=C/c1ccc(OCc2ccc(C(=O)OC)cc2)cc1 | -18 | 1 | 0 | 5 | -23 | -4 | 2 | -5
38 | COc1cc2c(cc1OC)/C(=C/c1ccc(Br)cc1)C(=O)OC2 | -8 | 17 | 5 | 2 | 17 | -11 | -43 | 10
39 | CNc1nc(Cl)nc2ncn(C)c12 | . | -4 | -6 | . | 11 | . | . | 6
40 | COc1cccc(CNC(=O)C2CCN(C(=O)N(C)C)CC2)c1 | 3 | 3 | 4 | -10 | -4 | 13 | 16 | -5
41 | CS(=O)(=O)N1c2ccccc2[C@]2([C@@]34C[C@H]5C(=O)N[C@@H](Cc6ccccc6)C(=O)N5[C@@H]3N(S(C)(=O)=O)c3ccccc34)C[C@H]3C(=O)N[C@@H](Cc4ccccc4)C(=O)N3[C@H]12 | -10 | -3 | . | 19 | 2 | 10 | 8 | .
42 | CCOC(=O)c1sc(NC(=O)CC2OC(=O)c3ccccc32)nc1C (stereo not drawn) | 5 | 6 | 2 | 23 | 0 | 7 | -3 | 8
43 | CN(NC(=O)c1ccccc1Cl)c1ncc(C(F)(F)F)cc1Cl | 4 | 13 | 8 | 5 | -1 | -7 | 4 | -2
44 | CCNS(=O)(=O)c1ccc2c(c1)n(C)c(=O)n2C | 11 | 3 | -6 | -3 | 2 | 8 | 27 | -7
45 | CC(=O)c1c(O)cc(C)n(Cc2ccccc2)c1=O | 16 | -1 | -4 | 3 | 0 | 8 | 27 | -12
46 | Fc1ccccc1Cc1nnc2n1N=C(c1ccc(Cl)cc1)CS2 | 1 | 20 | 4 | -1 | 27 | 11 | 8 | 8
47 | Cc1ccc2c(c1)N(CC(=O)NCCCN1CCN(C)CC1)C(=O)CO2 | 9 | 2 | -11 | -2 | 8 | -6 | 12 | -10
48 | CCc1cc(=O)oc2cc(OCC(N)=O)c(Cl)cc12 | 9 | 2 | 3 | 18 | 1 | 10 | -6 | -11
49 | CC(C)(C)c1nnc(NC(=O)c2cccnc2Cl)s1 | 4 | -5 | 4 | 3 | 4 | 6 | 5 | -8
50 | Cc1ccccc1C(=O)Nc1sc(C)c(C)c1C(=O)c1ccccc1 | -4 | 22 | 9 | 23 | 4 | 6 | -14 | 27
51 | Nc1nc(-c2ccc3c(c2)CCC(=O)N3)cs1 | -5 | -12 | 7 | 10 | -12 | -4 | 0 | 5
52 | Cc1nn(Cc2c(Cl)cccc2Cl)c(C)c1N | 5 | -10 | 4 | 1 | -3 | -17 | -10 | -6
53 | Cc1ccc(S(=O)(=O)N2CCN(C3CC(=O)N(CCc4ccccc4)C3=O)CC2)cc1C (stereo not drawn) | 0 | 10 | -2 | 4 | 4 | 6 | 14 | 4
54 | COc1ccc(CC(C)N2CCN(c3ccccc3OC)CC2)cc1OC (stereo not drawn) | -2 | -9 | 0 | 5 | 41 | -1 | 7 | -5
55 | CCn1cc(/C=N/N=C2\CCC3C4CCc5cc(O)ccc5C4CC[C@]23C)c(C)n1 (stereo partly drawn) | -5 | 6 | 2 | 1 | . | 9 | -16 | 24
56 | COc1cc(C)nc(N(C)S(=O)(=O)c2ccccc2Cl)n1 | 7 | -1 | -3 | -8 | 14 | 1 | -11 | 0
57 | O=C(NCCCCCCCCNC(=O)c1cccc2ccccc12)c1cccc2ccccc12 | . | 9 | 8 | . | 1 | . | . | 16
58 | O=C(CCNC(=O)c1ccc(Cl)cc1)NC1CCCCCC1 | 5 | 5 | 1 | 12 | -4 | -12 | -9 | -3
59 | COCCn1c(N2CCCC2)nc2c1c(=O)[nH]c(=O)n2C | -6 | 11 | -14 | 7 | -4 | -5 | -1 | -15
60 | CCC(=O)c1ccc(OCC(=O)Nc2ccc3c(c2)OCCO3)cc1 | -6 | 8 | 2 | 1 | -52 | -51 | -80 | 3
61 | Cc1cc(C)cc(NC(=O)CCn2ccnc2)c1 | 1 | -5 | -4 | 18 | 10 | -1 | 7 | 0
62 | Cc1cc(=O)n2nc(N3CCCC3C(=O)Nc3cccc(Cl)c3C)sc2n1 (stereo not drawn) | -7 | 11 | -5 | 2 | -12 | 2 | -18 | -7
63 | CC(=O)NCCNc1nc2c(-c3ccccc3)nnn2c2ccccc12 | 20 | 14 | 3 | -6 | 8 | -19 | -5 | -1
64 | CCOc1cc(C(=S)N2CCOCC2)ccc1OC(=O)c1cc(OC)c(OC)c(OC)c1 | 1 | -10 | 2 | 16 | -14 | 12 | 5 | 7

Going on with the list.
# | canonical_smiles | UBC13 inh | CCR6 antag | CXCR6 block | APJ antagonist | Gli-Sufu block | Jurkat NFkB inh | 697 NFkB inh | EBI2 antag
65 | COc1ccc(OC)c(/C=C2\SC(=S)N(C(C(=O)O)c3ccccc3)C2=O)c1 (stereo not drawn) | -12 | 9 | 9 | -15 | 0 | 0 | -8 | -10
66 | C/C(=N\NC(=O)C1CC1)c1cccnc1 | 6 | 3 | 0 | -7 | 5 | 0 | -5 | -4
67 | CCOC(=O)N1CCN(S(=O)(=O)c2ccc(OCC(=O)OC)cc2)CC1 | 1 | 11 | -6 | 10 | -2 | 2 | 18 | -2
68 | O=Cc1ccc(OCc2ccc3c(c2)OCO3)cc1 | 8 | 0 | 0 | -21 | -9 | -102 | -14 | -4
69 | Cc1ccc(NC(=O)CSc2ncnc3ccccc23)cc1S(=O)(=O)N1CCCCC1 | 29 | 18 | 2 | -4 | 5 | 2 | -60 | 3
70 | O=C(CN1CCN(c2ccccc2)CC1)Nc1ccc(OCc2ccccc2)cc1 | 1 | 12 | 2 | -5 | -2 | -11 | -53 | 4
71 | Cc1onc(-c2ccccc2)c1C(=O)Oc1cccnc1 | 1 | 2 | 6 | -8 | -15 | 0 | 0 | -12
72 | Cc1ccccc1C(=O)NCC(=O)NNC(=S)NC(=O)c1ccccc1C | 87* | 18 | 21 | 22 | -1 | 2 | 10 | 8
73 | C=C[C@]12CC[C@H](OC(C)=O)CC1=CCC1C2CC[C@@]2(C)C1CCC21OCCO1 (stereo partly drawn) | . | -21 | -14 | . | 1 | . | . | 3
